Screens as filed in PubChem.
FID counter – counter-screen for HCV NS3 helicase inhibitors: DNA intercalator displacement | DNA fluorescent intercalator displacement, fluorescence | inhibition, % at 7.9 µM | 290,000 tested, 0.17% active | AID 1845; in the data active = inhibition above about 37%;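 note: 0% = vehicle and 100% = reference compound; higher means more ethidium bromide displaced from hairpin DNA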
M18AAP inhibitor – blocks P. falciparum M18 aspartyl aminopeptidase; recombinant PfM18AAP, H-Glu-NHMec fluorogenic cleavage; inhibition, % at 7.35 µM; 290,000 tested, 1.2% active; AID 1822;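 active = inhibition above the campaign mean inhibition over all tested compounds plus 3 SD, cut at about 28% in these data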;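 note: 0% = plate median of test compound wells and 100% = 2 mM ZnCl2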
NS3 helicase inh – inhibitors of Hepatitis C virus NS3 helicase; NS3 helicase DNA unwinding, Cy5 molecular beacon fluorescence; inhibition, % at 10.9 µM; 290,000 tested, 0.56% active;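 active = inhibition above the mean of all tested compounds plus 3 SD, set per campaign, cut at about 35% in these data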;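 note: 0% = DMSO wells and 100% = thioflavine S control wells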
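System: HCV NS3 helicase fragment; control set: DMSO and thioflavine S; technique: Cy5 fluorescence at 0 and 60 min, beacon hairpin quenching; reagent: beacon DNA duplex substrate plus ATP; replicates: singlicate; schedule: 1 h reaction at 25 °C, ATP-initiated; medium: MOPS buffer pH 6.5 with MgCl2, DTT, Tween20, BSA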
IDE cell activ – boosts human insulin-degrading enzyme activity in HEK cells; P14735; FAbeta-B cleavage, fluorescence polarization; 0% vehicle, 100% cell-free pure enzyme wells; activation, % at 5.96 µM; 340,000 tested, 0.073% active;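 active = activation above the mean of all tested compounds plus 3 SD, set per screening campaign, cut at about 17% in these data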
pCIP destab – compounds decreasing mouse p/CIP protein stability. Q05BA5. F442A p/CIP-EGFP cells, EGFP fluorescence, 16 h. decrease of EGFP signal, % at 10 µM. 290,000 tested, 0.01% active. AID 1984;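 active = EGFP signal decrease of at least 30% at 10 µM or well 3 SD below plate mean, unless failing retest; inactive = the rest, including hits failing retest or dose response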; note: some compounds called inactive have numbers as strong as hits; many of its hits are not listed in these tables
Target sequence (Q05BA5 1-1403): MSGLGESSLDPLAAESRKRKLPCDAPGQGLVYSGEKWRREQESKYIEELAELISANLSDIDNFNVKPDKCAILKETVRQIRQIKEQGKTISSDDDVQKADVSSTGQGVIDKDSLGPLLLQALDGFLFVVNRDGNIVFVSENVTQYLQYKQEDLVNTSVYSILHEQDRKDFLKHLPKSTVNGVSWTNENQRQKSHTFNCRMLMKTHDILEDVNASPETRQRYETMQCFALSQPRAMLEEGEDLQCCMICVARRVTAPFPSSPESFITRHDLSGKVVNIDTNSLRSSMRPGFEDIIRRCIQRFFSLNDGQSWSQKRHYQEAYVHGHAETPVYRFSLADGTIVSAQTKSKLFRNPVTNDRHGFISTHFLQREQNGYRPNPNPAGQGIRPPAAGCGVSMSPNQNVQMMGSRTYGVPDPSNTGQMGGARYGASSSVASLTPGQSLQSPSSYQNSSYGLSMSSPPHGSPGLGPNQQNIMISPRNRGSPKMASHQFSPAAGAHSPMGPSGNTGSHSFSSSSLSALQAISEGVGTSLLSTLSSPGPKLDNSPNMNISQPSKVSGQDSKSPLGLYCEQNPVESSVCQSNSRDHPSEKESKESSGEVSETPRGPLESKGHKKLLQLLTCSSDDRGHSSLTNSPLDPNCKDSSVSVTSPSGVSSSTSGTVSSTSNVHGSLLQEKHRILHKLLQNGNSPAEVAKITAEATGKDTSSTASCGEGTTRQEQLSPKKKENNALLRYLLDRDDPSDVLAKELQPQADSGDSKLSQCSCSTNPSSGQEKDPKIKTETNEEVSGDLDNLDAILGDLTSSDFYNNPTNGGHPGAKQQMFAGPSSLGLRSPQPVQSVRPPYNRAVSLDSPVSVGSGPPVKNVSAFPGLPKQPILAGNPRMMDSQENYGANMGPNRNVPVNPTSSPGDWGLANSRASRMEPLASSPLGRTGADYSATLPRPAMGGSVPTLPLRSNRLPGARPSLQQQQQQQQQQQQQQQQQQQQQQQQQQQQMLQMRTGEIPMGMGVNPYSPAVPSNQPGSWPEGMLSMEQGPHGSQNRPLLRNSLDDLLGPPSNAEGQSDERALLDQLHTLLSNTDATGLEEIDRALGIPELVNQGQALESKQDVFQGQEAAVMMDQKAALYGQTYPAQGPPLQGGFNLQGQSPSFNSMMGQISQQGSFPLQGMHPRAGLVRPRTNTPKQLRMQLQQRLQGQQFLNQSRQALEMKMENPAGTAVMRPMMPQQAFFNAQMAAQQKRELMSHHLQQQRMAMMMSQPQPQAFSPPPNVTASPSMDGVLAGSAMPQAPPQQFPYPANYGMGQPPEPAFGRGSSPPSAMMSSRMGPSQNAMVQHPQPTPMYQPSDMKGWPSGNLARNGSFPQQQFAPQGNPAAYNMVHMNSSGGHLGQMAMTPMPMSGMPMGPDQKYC
UBC9 SUMO inh – SUMOylation inhibition | P63279 | HTRF SUMOylation assay, SAE1/SAE2 + UBC9, in vitro | inhibition, % at 35 µM | 290,000 tested, 0.36% active; in the data active = inhibition above about 50%, passing the limit was not always enough; note: strong numbers were not always called active
IMP-1 inhibitor – inhibitors of Pseudomonas aeruginosa IMP-1 metallo-beta-lactamase. purified IMP-1, nitrocefin hydrolysis, epi-absorbance fluorescence. 290,000 tested, 0.45% active. inhibition, % at 5.6 µM. AID 1556;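 active = inhibition above the mean plus 3 SD of all compounds in the same screening run, cut at about 4.5% in these data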;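 note: 0% = IMP-1 with DMSO and 100% = DMSO wells lacking enzyme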
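System: purified recombinant IMP-1 beta-lactamase. Medium: Zinc- and detergent-supplemented HEPES buffer, pH 7.1. Compound: one 5.6 µM dose […]. Schedule: 15 min preincubation plus 25 min reaction at 25 °C. Technique: Epi-absorbance fluorescence, 480 nm excitation, 530 nm emission.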
VIM-2 inhibitor – blocks Pseudomonas aeruginosa VIM-2 metallo-beta-lactamase | inhibition, % at 5.6 µM | purified VIM-2, nitrocefin hydrolysis, epi-absorbance fluorescence | 290,000 tested, 0.89% active;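 active = inhibition above the mean of all tested compounds plus 3 SD, cutoff set per screening run, cut at about 7.5% in these data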;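 note: red hydrolysis product quenches plate fluorescence so inhibitors raise well fluorescence; 0% = enzyme with DMSO and 100% = DMSO without enzyme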
IDE cell inh – inhibits human insulin-degrading enzyme in HEK cells; FAbetaB cleavage, fluorescence polarization; inhibition, % at 5.59 µM; 320,000 tested, 0.41% active; AID 434962;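 active = percent inhibition above the average of all tested compounds plus 3 SD, set per screening campaign, cut at about 16% in these data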;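 note: IDE supplied by intact live HEK cells; FP after avidin binding of uncleaved biotin substrate so inhibition keeps polarization high; 0% = DMSO wells and 100% = 60 µM reference IDE inhibitor Ii1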
* = called active by the depositor; nt = no result given. No enrichment for hits; about 3.6% have a hit in one of these screens.

No.	Compound	FID counter	M18AAP inhibitor	NS3 helicase inh	IDE cell activ	pCIP destab
1	Cc1ccc(C)c(N(C(=O)c2snc(C(N)=O)c2N)C(C(=O)NCC2CCCO2)c2cccs2)c1 (configuration not stated)	-39	2	-14	-2	7
2	C=CCn1c(CCc2ccccc2)nnc1SCC(N)=O	-9	1	7	2	1
3	O=C(c1cc2ccccc2o1)N1CCCC1	-1	0	6	7	-9
4	O=c1c2ccccc2[nH]c(=S)n1CCN1CCC(=C(c2ccc(F)cc2)c2ccc(F)cc2)CC1	-7	-4	-18	nt	-2
5	Cn1c(=O)c2c(O)cc(=O)n(-c3ccccc3)c2n(C)c1=O	-5	1	0	8	-2
6	Cc1cc2ncn(C(=O)c3ccc4c(c3)OCO4)c2cc1C	-1	18	0	2	-8
7	CCCNC(=O)COc1coc(CN2CCN(c3cccc(Cl)c3)CC2)cc1=O	-43	-3	5	3	-4
8	CCc1noc(C)c1C(=O)Nc1nnc(C2CCCCC2)s1	-24	5	-2	nt	5
9	Cc1ccc(C)c(N2CCN(C(=O)c3cc4sccc4n3C)CC2)c1	-27	-7	-11	-3	0
10	Cc1cc(NC(=O)C2CC(c3ccccc3Cl)=NO2)no1 (configuration not stated)	-3	-1	-2	2	5

No.	UBC9 SUMO inh	IMP-1 inhibitor	VIM-2 inhibitor	IDE cell inh
1	19	-0.1	2.3	1
2	-4	-2.1	-2.9	2
3	2	-1.9	-1.7	-2
4	-22	-2.4	-2.8	nt
5	26	1.9	-0.3	-3
6	-4	-0.6	-2.3	7
7	8	-2.4	-2.3	1
8	9	-3.0	-1.6	12
9	-10	0.6	-0.7	2
10	5	-3.6	-1.0	1

Next entries follow.
No.	Compound	FID counter	M18AAP inhibitor	NS3 helicase inh	IDE cell activ	pCIP destab
11	Cc1ccc(-n2c(CSc3nc(C)cc(C)n3)nnc2SCC(=O)Nc2nccs2)cc1	2	-7	-4	5	1
12	CC(C)Cc1cc(CNC(=O)C2CCC(=O)N(Cc3cccc(C(F)(F)F)c3)C2)on1 (configuration not stated)	-27	0	-9	0	2
13	COc1ccc2c(c1)O[C@@H](c1cccc(C(F)(F)F)c1)[C@H](OC(=O)N[C@H]1CCCc3ccccc31)C2=O	-7	3	-3	nt	3
14	O=C(COC(=O)CCc1ccc(S(=O)(=O)N2CCOCC2)cc1)Nc1ccc(Cl)cn1	-22	-3	-4	4	4
15	COc1ccc(NC(=O)Nc2ccccc2F)cc1	1	2	3	-2	-5
16	Oc1ccc(CCNc2ncnc3ccc(Cl)cc23)cc1	-5	0	-10	2	-16
17	Cc1cccc(NC(=S)NC(=O)c2oc3ccccc3c2C)n1	-8	-6	0	-4	-10
18	CCn1cc(C(=O)NCc2ccco2)c(=O)c2cc(F)c(N3CCN(C(=O)c4ccco4)CC3)cc21	-24	4	1	-5	-14
19	COc1cccc(C2=NN(C(=O)c3ccccc3)C(O)(C(F)(F)F)C2)c1 (configuration not stated)	-16	-17	0	-2	-2
20	O=S(=O)(Nc1ccc(S(=O)(=O)Nc2nccs2)cc1)c1ccc2c(c1)OCCO2	-5	-5	0	4	1

No.	UBC9 SUMO inh	IMP-1 inhibitor	VIM-2 inhibitor	IDE cell inh
11	31	-2.4	-2.5	-3
12	-6	-3.4	-0.5	4
13	-14	0.1	-0.1	-4
14	-2	-3.0	-1.9	1
15	-4	-4.5	-4.9	-5
16	2	-4.0	0.5	-1
17	4	-4.5	-2.7	-1
18	13	-2.4	-2.2	-1
19	0	-0.3	-1.6	5
20	-12	0.4	-4.6	6

Part of the list above, screen by screen:
13: COc1ccc2c(c1)O[C@@H](c1cccc(C(F)(F)F)c1)[C@H](OC(=O)N[C@H]1CCCc3ccccc31)C2=O
14: O=C(COC(=O)CCc1ccc(S(=O)(=O)N2CCOCC2)cc1)Nc1ccc(Cl)cn1
15: COc1ccc(NC(=O)Nc2ccccc2F)cc1
16: Oc1ccc(CCNc2ncnc3ccc(Cl)cc23)cc1
Screen / compound no. | 13 | 14 | 15 | 16
FID counter | -7 | -22 | 1 | -5
M18AAP inhibitor | 3 | -3 | 2 | 0
NS3 helicase inh | -3 | -4 | 3 | -10
IDE cell activ | nt | 4 | -2 | 2
pCIP destab | 3 | 4 | -5 | -16
UBC9 SUMO inh | -14 | -2 | -4 | 2
IMP-1 inhibitor | 0.1 | -3.0 | -4.5 | -4.0
VIM-2 inhibitor | -0.1 | -1.9 | -4.9 | 0.5
IDE cell inh | -4 | 1 | -5 | -1

The list goes on.
No.	Compound	FID counter	M18AAP inhibitor	NS3 helicase inh	IDE cell activ	pCIP destab
21	O=C(CN1CCC(N2CCCCC2)CC1)N1CCCc2ccccc21	9	-11	3	2	4
22	Brc1ccccc1C1CC(c2ccccc2)=Nc2ccccc2N1 (configuration not stated)	-3	2	0	1	7
23	Cc1cc(=O)oc2c(C(=O)c3ccccc3)c(OCC(N)=O)ccc12	-15	-8	-7	nt	-7
24	CC(C)Oc1cccc(C(=O)C2CCCN(C(=O)c3cc(C(F)(F)F)[nH]n3)C2)c1 (configuration not stated)	-44	4	-9	2	-7
25	COc1ccc(N(CC(=O)NC2CCCC2)C(=O)CCC(=O)Nc2cc(C)on2)cc1OC	-38	9	36	2	-12
26	COc1ccccc1OCCN1CSC(=S)N(C)C1	-19	2	-15	-1	-10
27	COc1ccccc1-c1nnc(SCC(=O)NC2CCS(=O)(=O)C2)n1N (configuration not stated)	3	2	1	4	-7
28	O=C(CC(=O)c1cccc([N+](=O)[O-])c1)Nc1ccccc1Cl	4	-14	18	4	14
29	CCOC(=O)CC(=O)CSc1nc2sc(C)cc2c(=O)n1Cc1ccco1	-22	-8	26	-1	-7
30	O=C(NNC(=O)C1CCCN(S(=O)(=O)c2ccc3ccccc3c2)C1)C1CC1 (configuration not stated)	-19	0	-3	nt	0

No.	UBC9 SUMO inh	IMP-1 inhibitor	VIM-2 inhibitor	IDE cell inh
21	12	-3.6	-2.8	5
22	-11	-2.5	-3.4	2
23	22	-0.4	-0.3	2
24	1	-4.1	-3.3	1
25	12	-3.0	-3.4	3
26	12	-0.2	-5.0	2
27	11	-2.4	-2.4	2
28	9	-0.3	2.6	7
29	12	1.2	-2.4	7
30	6	-3.1	-2.2	nt

Next section
No.	Compound	FID counter	M18AAP inhibitor	NS3 helicase inh	IDE cell activ	pCIP destab
31	Cc1nn(C)c(C(=O)N2CCN(C(=O)c3ccco3)CC2)c1Br	-13	-13	5	6	-2
32	O=C(/C=C/c1ccccc1)NC1CCCc2ccccc21 (configuration not stated)	-21	1	0	nt	-6
33	O=C(O)c1cnn(-c2nc(-c3ccc(Cl)c(Cl)c3)cs2)c1C(F)(F)F	5	-4	-43	1	-3
34	Cc1ccc2c(c1)N(CC(=O)NCCCN1CCCCC1)C(=O)c1cccnc1O2	-2	0	5	5	-3
35	Cc1ccc(C)c(CSc2nnc(-c3cccnc3)n2N)c1	-4	-4	-11	6	-14
36	CC1CN(CCc2ccccc2)c2nc3c(c(=O)[nH]c(=O)n3C)n2C1 (configuration not stated)	-21	3	-3	6	-18
37	Nc1ccc(-c2cc(-c3ccc(N)cc3)nc(-c3ccccc3)n2)cc1	8	2	-8	-3	6
38	O=C(NC1CCCC1)c1ccc(S(=O)(=O)N2CCOCC2)cc1	-3	-11	2	4	8
39	Cc1oc(-c2cccc(Cl)c2)nc1CN1CCC(C(=O)NCc2ccco2)CC1	23	3	-24	0	-2
40	Nc1nonc1C(=O)N/N=C/c1ccc(-c2cccc([N+](=O)[O-])c2)o1	-3	7	9	7	-5

No.	UBC9 SUMO inh	IMP-1 inhibitor	VIM-2 inhibitor	IDE cell inh
31	-3	-2.4	-3.4	-4
32	6	-2.7	-5.5	3
33	15	-2.0	-0.6	0
34	4	-0.1	-1.8	2
35	10	-2.1	-1.8	0
36	11	-2.3	-0.9	2
37	18	1.2	1.0	-3
38	11	-3.1	-4.3	0
39	10	-0.2	1.8	3
40	15	-3.9	-2.1	4

Next part
No.	Compound	FID counter	M18AAP inhibitor	NS3 helicase inh	IDE cell activ	pCIP destab
41	O=C(CCN1C(=O)C2CC=C(Cl)CC2C1=O)NC1CCCCC1 (configuration not stated)	-2	1	10	3	2
42	COc1ccc(C(C)=O)cc1CSc1nc2cc(Cl)ccc2o1	-1	-4	2	3	1
43	CC(C)(C)C(=O)NC(=S)Nc1ccccc1C(N)=O	3	4	-3	-1	2
44	O=C1NC(CCc2ccccc2)C(=O)N1Cc1ccc(Br)cc1 (configuration not stated)	-1	4	13	9	-6
45	COc1ccccc1C(=O)Nc1ccc2c(c1)CN(C(=O)CSC)CC2	-27	-4	5	-2	3
46	Cc1cc2cc3c(cc2nc1SCC(=O)OC(C)C)OCO3	0	1	0	0	3
47	O=C(CS(=O)(=O)c1cn(CC(=O)N2CCCC2)c2ccccc12)Nc1ccccc1F	-12	8	23	1	-14
48	CCOC(CNC(=O)C(=O)Nc1cc2c3c(c1)CC(=O)N3CCC2)OCC	-27	-1	-3	-1	8
49	CCn1c(=O)n(CC(=O)Nc2cccc(OC)c2)c(=O)c2ccccc21	-5	-8	-1	3	-9
50	COc1ccccc1CNC(=O)CN(c1ccc(C)cc1)S(=O)(=O)c1c(C)nn(C)c1C	-42	2	0	3	-9
51	CCOc1cc(C)c(C(C)C)cc1S(=O)(=O)N1CCN(C)CC1	2	6	-2	6	7
52	Cc1ccc(S(=O)(=O)NNC(=O)c2snnc2C)cc1	0	22	7	4	5
53	O=C(CCC1CCN(Cc2ccccc2O)CC1)NC1CC1	-2	-9	21	0	-2

No.	UBC9 SUMO inh	IMP-1 inhibitor	VIM-2 inhibitor	IDE cell inh
41	-12	-4.9	-2.1	7
42	4	-3.3	-1.4	0
43	3	-3.7	-3.5	2
44	-1	-0.4	0.9	-9
45	23	-2.4	-2.5	-4
46	5	-6.8	-3.4	nt
47	12	-0.2	-1.6	3
48	6	-2.5	-1.0	2
49	14	-3.0	-2.5	-1
50	21	-2.7	-3.3	-3
51	2	-2.4	-3.8	-1
52	9	0.8	-2.1	4
53	5	-4.0	-3.9	4
